Screening results from PubChem.
Pol kappa inh: DNA polymerase kappa (human) inhibition | Q9UBT6 | purified Pol kappa, fluorescent DNA synthesis assay, 10 min | Potency, µM (top dose mostly 107 µM), for the others: at the top dose activity, negative = inhibition, hits mostly inhibitors | hit rate 0.53% among 400,000; also: potency is read from the fitted curve at half-maximal effect; % is scaled to controls: 0 for no effect and ±100 for the full control effect
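Kinetic fluorescence screen: compound preincubated 15 min RT with 10 nM enzyme; 50 nM substrate (final) initiates; reads at 0/10 min.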
ERG Ets-DNA blk: blocks human ERG Ets domain binding to DNA | Potency, µM (top dose mostly 76.9 µM), without a hit: top-dose FP activity, negative = inhibition, usual class: inhibitors | P11308 | hit rate 0.028% among 370,000 | fluorescence polarization, His-ERG Ets domain / labelled DNA | AID 624246; active = well fitted inhibition curve with a large enough effect in the polarisation, with a control signal flat; inconclusive = small, poorly fitted or top-dose-only effect, or effect the other way, or a change in a side signal; inactive = no such curve, though single readings can be large or run the other way; the % refers to the polarisation;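 also: polarization taken with two DNA probes labelled with fluorescein and Texas red; potency is read from the fitted curve at half-maximal effect; % of control where 0% means no effect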
Target sequence (P11308 whole entry, looked up, the tested form may be a part): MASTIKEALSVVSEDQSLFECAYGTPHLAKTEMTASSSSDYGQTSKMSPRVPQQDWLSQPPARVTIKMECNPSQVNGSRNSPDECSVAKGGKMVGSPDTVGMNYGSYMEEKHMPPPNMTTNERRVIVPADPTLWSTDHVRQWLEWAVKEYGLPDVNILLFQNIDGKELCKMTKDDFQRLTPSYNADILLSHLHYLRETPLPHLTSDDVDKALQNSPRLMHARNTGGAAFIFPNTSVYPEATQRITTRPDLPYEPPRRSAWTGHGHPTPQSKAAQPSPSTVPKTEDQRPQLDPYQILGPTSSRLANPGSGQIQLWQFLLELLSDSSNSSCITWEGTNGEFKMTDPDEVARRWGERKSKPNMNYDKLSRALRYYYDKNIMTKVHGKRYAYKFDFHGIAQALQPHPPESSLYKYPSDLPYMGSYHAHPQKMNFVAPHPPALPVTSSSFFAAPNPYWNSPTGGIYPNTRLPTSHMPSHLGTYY
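His-tagged ERG Ets domain (1 uM in the protein solution; 300mM KCl, 50mM Tris-HCl, 1mM EDTA, 1mM DTT, pH 7.5) received compound, then a probe mix of 5 nM fluorescein-DNA and 100nM Texas-615-DNA. Fluorescence polarization was read for both dyes.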
APEX1 inh: inhibitors of human APE1 endonuclease; Potency, µM (series often up to 65.8 µM), for inactives: at the highest dose activity change, negative = inhibition, hits mostly inhibitors; recombinant APE1, TAMRA/BHQ-2 abasic DNA cleavage fluorescence; hit rate 0.35% among 350,000; AID 2517;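 also: potency is read from the fitted curve at half-maximal effect; plate controls were vehicle for no effect and reference inhibitor for full effect; nearly all actives have a fitted effect of over 55% in size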
Target sequence (P27695 whole entry, looked up): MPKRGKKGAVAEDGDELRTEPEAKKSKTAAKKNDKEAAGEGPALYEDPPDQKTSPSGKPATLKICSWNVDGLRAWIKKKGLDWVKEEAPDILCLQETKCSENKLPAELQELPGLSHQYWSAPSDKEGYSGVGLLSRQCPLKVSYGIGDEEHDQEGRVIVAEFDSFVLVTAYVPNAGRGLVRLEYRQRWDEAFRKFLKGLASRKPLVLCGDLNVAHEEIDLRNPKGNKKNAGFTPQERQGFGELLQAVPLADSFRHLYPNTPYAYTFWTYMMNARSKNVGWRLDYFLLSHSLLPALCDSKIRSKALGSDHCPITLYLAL
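Incision of a quenched TAMRA/BHQ-2 THF abasic-site duplex (50 nM) by 0.75 nM APE1, after 15 min compound preincubation, measured as fluorescence increase over three 60 s reads. Values normalized to buffer, DMSO and NSC13755 control wells.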
Pol eta inh: inhibitors of human DNA polymerase eta; recombinant Pol eta, fluorescent DNA replication assay; Q9Y253; hit rate 1.2% among 390,000; Potency, µM (titrated, usually from 114 µM), inactives show at the top dose activity change, negative = inhibition, most hits filed as inhibitors; also: potency is read from the fitted curve at half-maximal effect; % is scaled to controls: 0 for no effect and ±100 for the full control effect
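Pol eta (10 nM) was preincubated with compounds for 15 min at room temperature, after which fluorescent replication substrate (50 nM final) was added to start the reaction. Fluorescence was read kinetically at 0 and 10 min.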
Apoferritin bind: candidate novel general anesthetic via apoferritin binding; P02791; apoferritin/1-aminoanthracene competitive binding, fluorescence; Potency, µM (series often up to 77.5 µM), inactives show at the highest dose activity change, negative = displacement, hits mostly inhibitors; hit rate 0.074% among 350,000; also: potency is read from the fitted curve at half-maximal effect; % is scaled to controls: 0 for no effect and ±100 for the full control effect; nearly all actives have a fitted effect of over 20% in size
Target sequence (P02791 2-175 limits assumed): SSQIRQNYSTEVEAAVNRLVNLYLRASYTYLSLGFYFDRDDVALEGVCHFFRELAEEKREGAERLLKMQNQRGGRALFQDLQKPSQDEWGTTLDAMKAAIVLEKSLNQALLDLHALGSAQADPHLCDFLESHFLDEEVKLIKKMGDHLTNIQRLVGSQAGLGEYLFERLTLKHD
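In PBS, apoferritin at 10 uM is loaded with 1-AMA from a 50% saturated solution. After 10 min of compound exposure at ambient temperature, reduced 535 nm fluorescence indicates probe displacement.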
POLB inh: inhibitors of human DNA polymerase beta. Pol beta primer extension/strand displacement, fluorescence kinetic. Potency, µM (series often up to 114 µM), for the others: at the top dose activity change, negative = inhibition, hits mostly inhibitors. hit rate 1.3% among 340,000; also: potency is read from the fitted curve at half-maximal effect; % is scaled to controls: 0 for no effect and ±100 for the full control effect
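Curves were derived by four-parameter Hill fits of normalized qHTS data. The kinetic fluorescent primer-extension read was taken at 0 and 10 min after 50 nM substrate, following a 15 min room-temperature preincubation of 10 nM enzyme with compounds.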
12-LOX inh: inhibitors of human 12S-lipoxygenase ALOX12; P18054; purified 12hLO, xylenol orange hydroperoxide absorbance; Potency, µM (series often up to 108 µM), for inactives: at the top dose activity change, negative = inhibition, hits mostly inhibitors; hit rate 1.1% among 580,000; AID 1671190; also: potency is read from the fitted curve at half-maximal effect; % is scaled to controls: 0 for no effect and ±100 for the full control effect
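Hydroperoxide product was detected by ferrous iron/xylenol orange as the 573 to 405 nm absorbance ratio. Arachidonic acid at 40 uM (final) was turned over for 30 min at room temperature by 150 nM human 12hLO, pH 7.0 Hepes buffer, after 15 min compound preincubation.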
RGS4 inhibitor: human RGS4 inhibition; hit rate 0.039% among 390,000; Transcreener GDP fluorescence polarization, RGS4-accelerated GTP hydrolysis; P49798; Potency, µM (doses to about 114 µM), for inactives: at the highest dose activity change, negative = inhibition, hits mostly inhibitors; also: potency is read from the fitted curve at half-maximal effect; % is scaled to controls: 0 for no effect and ±100 for the full control effect; nearly all actives have a fitted effect of over 75% in size; some results filed as inactive show a strong effect at the top dose
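MLSMR compounds (23 nl, pin-transferred) preincubated 10 min at room temperature with a 500nM (2x) first reagent, then RGS4 at 900nM (2x) plus Transcreener GDP mix added; fluorescence polarization (620/688 nm) read before and after 90 min at 30 °C.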
LDHA inh: LDHA (human) enzyme inhibition | AID 1347041 | activity change, % (values are at about 110 or 230 µM) | purified LDHA, NADH/diaphorase-resazurin fluorescence; hits give low values | hit rate 0.15% among 480,000; in the data active = activity change below about -30%; inconclusive = mostly about -25% to -30%;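 also: plate controls were DMSO wells for no effect and wells without enzyme for full effect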
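Remaining NADH was detected by diaphorase (0.133 mg/mL) converting 37 µM resazurin to fluorescent resorufin, read at 0 and 20 minutes. The preceding 5-minute room-temperature reaction used 2 nM LDHA, 0.2 mM sodium pyruvate and 0.06 mM NADH at pH 7.4.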
Active calls of the source: *; u = inconclusive; x = no result given; & = joins results of further samples; [ ] = dose if it differs, or a comment. Unless noted, calls follow the shape of the dose curve; as a rule, active = well fitted curve in the direction sought with a large enough effect; inconclusive = small, poorly fitted or top-dose-only effect, or another doubt; inactive = no such curve, though single readings can be large; an effect the other way counts as inactive or inconclusive. This is a subset; count on the stated rates, not on these rows.

Sample of the layout:
SMILES	Pol kappa inh	ERG Ets-DNA blk	APEX1 inh	Pol eta inh	Apoferritin bind	POLB inh	12-LOX inh	RGS4 inhibitor	LDHA inh
O=C(NNC(=O)C1CCCCC1)c1ccncc1	-2.0%	-6.1%	17.0%	-1.8%	1.4%	-5.6%	-1.0%	18.3%	-2.7
Cc1[nH]n(C(N)=S)c(=O)c1N=Nc1ccc2ccccc2c1	-12.7%	-21.0%	-2.5%	-9.1%	u	u	u	0.6%	-2.8

This part in full, repeating the preview:
SMILES	Pol kappa inh	ERG Ets-DNA blk	APEX1 inh	Pol eta inh	Apoferritin bind	POLB inh	12-LOX inh	RGS4 inhibitor	LDHA inh
O=C(NNC(=O)C1CCCCC1)c1ccncc1	-2.0%	-6.1%	17.0%	-1.8%	1.4%	-5.6%	-1.0%	18.3%	-2.7
Cc1[nH]n(C(N)=S)c(=O)c1N=Nc1ccc2ccccc2c1	-12.7%	-21.0%	-2.5%	-9.1%	u	u	u	0.6%	-2.8
CN(c1ccccc1)S(=O)(=O)c1ccc(C(=O)NNC(=O)c2ccccc2)cc1	-1.1%	-15.4%	-0.7%	-10.5%	x	x	3.9%	-5.1%	-0.9
Cc1ccccc1OCCC(=O)Nc1cccc(S(=O)(=O)Nc2ccccc2Cl)c1	-20.3%	-4.4%	-6.1%	-27.5%	0.1%	-27.6%	-24.2%	10.1%	-2.2
O=C(Oc1ccc(/C=N/NC(=O)c2ccco2)cc1)c1ccccc1	-18.7%	8.3%	12.9%	-0.7%	x	x	3.6%	-21.2%	-7.9
COC(=O)Cn1cc(/C=C/[N+](=O)[O-])c2ccccc21	-3.4%	4.3%	10.5%	0.2%	-13.1%	32.8%	u	u	-3.4
COc1ccc(CCC(=O)Nc2cc(S(=O)(=O)N3CCCCC3)ccc2N(C)C)cc1	-6.0%	-1.6%	-18.1%	-25.1%	x	x	28.8%	-13.6%	-1.7
CCN(CC(=O)Nc1c(F)cccc1F)C(=O)CCSc1ccc(F)cc1	0.6%	14.5%	4.3%	-3.9%	x	x	-20.9%	-3.9%	-2.8
CC1(C)CC(=O)C=C(NCC(=O)O)C1	-7.4%[60.1 µM]	x	0.8%	-2.0%	-3.1%	-1.2%	-21.3%[57.4 µM]	26.0%	-1.0
CCCCCN(C(=O)CCC(=O)OCC(=O)c1cccc(OC)c1)c1c(N)n(CCCC)c(=O)[nH]c1=O	-0.8%	0.6%	55.4%[activator]	-22.7%	u	-10.7%	u	1.6%	-12.8
CC1=C(C)[N+](=O)C2(O)CCCCC2(C)N1[O-] (centres undefined)	0.3%	4.1%	-0.4%	-16.5%	-3.0%	1.9%	78.1%	4.7%	-5.2
Cc1cc(C)cc(C(=O)n2nc(C)c(S(=O)(=O)N3CCCCCC3)c2C)c1	-11.3%[60.1 µM]	-4.1%	x	-7.3%	-18.8%	3.3%	-16.9%	3.4%	0.7
CCn1c(SCC(=O)Nc2cc(C)on2)nnc1-c1c[nH]c2ccccc12	9.3%	-3.6%	3.7%	-18.9%	-16.2%	2.0%	28.8%	-29.7%	-4.4
Cc1csc(Sc2ccc([N+](=O)[O-])cc2C(=O)OCC(=O)NC2CCCC(C)C2C)n1 (centres undefined)	-9.1%	-0.6%	-5.4%	-10.7%	u	29.9%	-28.3%	23.5%	-14.8
Cc1ccccc1NC(=O)Nc1cccs1	-19.1%&1.1%	-3.4%&1.0%	9.6%	-7.7%	3.4%&-8.1%	-0.5%&10.9%	0.0%&-3.4%	-41.6%&-24.4%	1.3&4.6
Cc1cc(=O)[nH]c(SCC(=O)NC2CCCCCC2)n1	-4.2%	1.5%	26.4%	5.6%	x	x	11.3%	14.5%	-13.4
C=CCn1c(SCCCCCC)nc(O)cc1=O	-8.7%	-5.3%	15.0%	-10.0%	-5.1%	-0.6%	-10.1%	19.1%	-3.4
COc1ccc(-c2nsc(SCC(=O)Nc3ccc4c(c3)OCO4)n2)cc1	-1.9%	9.8%	1.0%	-10.4%	0.4%	47.3%	-15.5%	-14.5%	-0.7
CCC(C)c1ccc(S(=O)(=O)N2CCN(c3ccccn3)CC2)cc1 (centres undefined)	-2.2%	-4.8%	1.2%	-26.4%	-2.2%	45.1%	u	-23.3%	-0.7
CCCCOc1ccc(C(=O)NCC(c2ccc(Cl)cc2)N2CCOCC2)cc1 (centres undefined)	8.7%	-5.7%	x	-22.9%	-10.0%	10.3%	6.3%	8.1%	0.6
CCOc1cc(N2CCOCC2)c(OCC)cc1NC(=O)Cn1nc(C)c([N+](=O)[O-])c1C	1.6%	1.6%	-8.2%	-12.2%	x	x	-15.4%	-22.1%	-2.9
Cc1cccc(N2CCN(C3CCCCC3NS(=O)(=O)c3ccccc3)CC2C)c1 (centres undefined)	-15.2%	-6.9%	64.3%[activator]	-18.6%	-10.7%	10.8%	x	25.9%	-13.1
COc1ccc2c(c1)c1c(c(=O)n(-c3ccc(F)c(Cl)c3)c(=O)n1CC(N)=O)n2C	5.5%	9.2%	x	-12.0%	47.7%[activator]	19.0%	0.0%	20.2%	-2.6
Cc1ccccc1C(=O)NCC(c1ccc(N(C)C)cc1)N1CCCC1 (centres undefined)	-4.1%[60.1 µM]	4.2%	x	-15.6%	-5.7%	3.9%	5.6%	-17.2%	-0.1
COc1cccc(OC)c1OCCCN1CCC(Cc2ccccc2)CC1	-3.9%	-2.4%	-2.9%	-13.8%	-7.8%	-1.3%	11.2µM*	-3.4%	-22.6
CC(C)c1nnc(SCC(=O)Nc2ccc3c(c2)OCCO3)n1C	12.3%	-2.1%	69.4%[activator]	-17.6%	0.6%	-0.2%	13.1%	-25.4%	-1.4
O=C(O)CCCN1C(=O)c2ccccc2Sc2ncccc21	-27.5%	-2.9%	17.1%	-0.8%	-6.3%	2.3%	0.0%	5.4%	0.0
CCCCN(C)C(=O)c1coc(=O)c2ccccc12	-0.9%	2.6%	-3.9%	-9.1%	-15.8%	11.0%	29.0%[57.4 µM]	2.0%	-7.2
CC(C)Cn1c(-c2ccco2)n[nH]c1=S	-5.6%	2.2%	-10.6%	-8.9%	-9.8%	5.3%	10µM*	-19.3%	-2.4
CCCCCCCCCCCCCCCCO	14.9%&-0.3%[60.1 µM]	x	u	x	-24.7%&-15.4%	x	-2.6%[22.9 µM]	x	x
Cn1c(O)c(N=NC(=O)CNC(=O)c2ccccc2)c2cc(Br)ccc21	-4.2%	-1.0%	13.9%[12.4 µM]	-2.2%	-11.8%	-2.4%	-4.9%	9.1%	-8.9
CC1=C(C(=O)Nc2ccccc2C)C(c2ccc(C)o2)N2C(=O)CSC2=N1 (centres undefined)	u	-6.1%	-2.7%	-4.3%	2.6%	0.3%	13.2%	-38.3%	1.3
CCc1nc(OCc2ccccc2)c2sc3nc4c(cc3c2n1)COC(C)(C)C4	-4.2%	-4.1%	0.4%	-9.3%	-24.0%	u	-7.9%	16.6%	-8.9
Cn1cccc1C1NC(=O)c2c(sc3c2CCC(C(C)(C)C)C3)N1 (centres undefined)	-1.8%	-1.9%	-4.5%	-2.4%	u	-1.5%	0.0%	-2.0%	2.8
CC(C)(C)CC(=O)Nc1nnc(CCc2ccccc2)s1	-15.3%	7.6%	-7.8%	-3.7%	-9.7%	u	-2.7%	26.1%	-5.2
COC(=O)c1ccc(Cl)cc1NC(=O)NCc1c(-n2cccc2)sc2c1CCCC2	-0.7%	3.6%	x	3.8%	-7.4%	20.4%	-28.5%	10.7%	-3.5
CCS(=O)(=O)N1CCC(C(=O)Oc2ccc(Cl)cc2)CC1	-10.3%	12.6%	-3.3%	-12.2%	-10.2%	-6.0%	9.6%	u	-6.0
CCOc1ccc(S(=O)(=O)Nc2ccc3c(c2)OCO3)cc1	-0.8%	7.7%	29.9%	-2.8%	2.2%	-0.9%	-11.6%	6.0%	0.9
O=C(Nc1nnc(-c2ccco2)s1)C1CCN(S(=O)(=O)c2ccc(Cl)cc2)CC1	-7.4%	x	-8.5%	-12.3%	-12.7%	16.9%	-9.7%[57.4 µM]	-4.1%	2.1
Cc1cc[n+]2cc(-c3cccc([N+](=O)[O-])c3)c(-c3cccc([N+](=O)[O-])c3)cc2c1	-6.4%	3.4%	2.6%	-4.7%	2.9%	0.2%	-15.9%	12.5%	2.8
COc1ccccc1C1(O)CCN(CC(=O)Nc2c(C)nn(C)c2C)CC1	0.1%	-5.2%	-6.1%	-5.8%	-6.1%	-5.2%	-8.4%	-2.8%	-9.5
CC(C)(C)OC(=O)C[C@H]1C/C=C\C[C@@H](CC(=O)N[C@@H](CO)Cc2ccccc2)C(=O)N2CCC[C@@H]2COC1=O	-0.9%	5.5%	3.8%	-7.7%	x	x	2.4%	7.7%	-0.8
Cc1cc(C)c(C(=O)COC(=O)c2cccc(S(=O)(=O)NCc3ccccc3)c2)cc1C	-21.4%	-2.6%	7.0%	-15.0%	-1.1%	22.5%	9.2%	7.5%	-0.9
COc1ccc(CNC(=O)CCC2N=C3c4ccccc4N=C(SCC(=O)NCCc4ccc(OC)c(OC)c4)N3C2=O)cc1 (centres undefined)	-8.4%[60.1 µM]	3.6%	x	-1.1%	-0.2%	-18.1%	u	12.7%	-2.4
CN(C)CCNC(=O)Nc1ccc(Cl)c(Cl)c1	0.0%	-7.7%	-3.4%	-15.0%	-11.5%	23.8%	0.8%	-4.7%	1.1
